# Screens as filed in PubChem.
# CHRM1 agonist – human M1 muscarinic receptor agonism; activation, % at 3 µM; actives 0.33% (n = 360,000); CHO-K1 hM1, Fluo-8 calcium fluorescence, agonist mode; 0% DMSO, 100% acetylcholine EC100; P11229;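 active = activation above the run's mean compound activation plus 3 SD, cut at about 16% in these data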;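 note: peak over basal fluorescence ratio within a 140 s kinetic read after compound addition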
# Target sequence (P11229 whole entry, looked up): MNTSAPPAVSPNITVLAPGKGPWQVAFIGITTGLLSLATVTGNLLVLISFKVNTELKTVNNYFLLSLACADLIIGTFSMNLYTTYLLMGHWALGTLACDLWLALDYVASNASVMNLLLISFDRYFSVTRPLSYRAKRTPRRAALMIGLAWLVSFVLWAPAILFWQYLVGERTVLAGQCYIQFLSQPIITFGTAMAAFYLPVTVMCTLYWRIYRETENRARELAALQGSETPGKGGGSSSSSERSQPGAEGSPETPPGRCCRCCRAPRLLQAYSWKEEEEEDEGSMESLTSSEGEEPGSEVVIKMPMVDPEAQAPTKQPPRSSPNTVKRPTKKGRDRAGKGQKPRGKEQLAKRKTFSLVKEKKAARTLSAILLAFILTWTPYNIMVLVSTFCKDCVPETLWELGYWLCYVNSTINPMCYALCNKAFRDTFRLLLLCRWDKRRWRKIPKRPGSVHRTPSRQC
# M1 antag – human CHRM1 antagonism; P11229; CHO-K1 hM1, Fluo-8 calcium fluorescence, ACh EC80 antagonist; inhibition, % at 3 µM; actives 1.3% (n = 360,000); AID 588852;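 active = percent inhibition above its own plate's cutoff, namely the mean of that plate's compound wells plus 3 SD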;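 note: peak over basal fluorescence ratio during 140 s after agonist addition; 0% = ACh EC80 plus DMSO and 100% = DMSO alone without agonist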
# TAAR1 ag – agonists of human TAAR1; CHO RD-HGA16 TAAR1, Fluo-8 calcium fluorescence; vehicle wells 0%, saturating PEA agonist 100%; activation, % at 3 µM; actives 0.99% (n = 360,000); AID 624467;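 active = activation above the mean activation of all test compounds in the run plus 3 SD, cut at about 38% in these data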
# Target sequence (Q96RJ0 whole entry, looked up): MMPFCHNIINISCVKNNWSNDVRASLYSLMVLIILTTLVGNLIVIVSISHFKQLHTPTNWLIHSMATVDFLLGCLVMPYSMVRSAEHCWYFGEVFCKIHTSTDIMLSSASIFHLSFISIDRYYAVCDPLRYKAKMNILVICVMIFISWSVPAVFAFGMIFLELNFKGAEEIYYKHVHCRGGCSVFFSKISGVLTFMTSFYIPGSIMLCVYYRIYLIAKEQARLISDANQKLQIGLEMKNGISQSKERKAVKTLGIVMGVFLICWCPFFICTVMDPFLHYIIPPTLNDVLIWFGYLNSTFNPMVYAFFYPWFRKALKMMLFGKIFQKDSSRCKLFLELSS
#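 System: CHO-derived RD-HGA16 cells with stable Gα16 and human TAAR1. Times: 17-24 h plating, Fluo-8 75 min 37 °C, 30 min RT. Measured by: calcium-sensitive Fluo-8 signal, excitation 470-495, emission 515-575 nm. Read-out basis: % activation relative to PEA EC100 response. Control set: DMSO and PEA EC100. Repeats: no replicates (n 1).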
# M1 ag parental – nonselective activator or artifact in parental CHO-K1 cells; Fluo-8 calcium fluorescence; scaled to maximal ATP response, vehicle zero; activation, % at 3 µM; actives 0.48% (n = 360,000); AID 602248; in the data active = activation above about 15%;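 note: untransfected CHO-K1 host cells lacking M1 receptor as counterscreen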
# CHO parental Ca – counter-screen: ATP calcium response change in parental CHO cells; inhibition, % at 5.6 µM; AID 463079; parental CHO-K1, ATP-induced calcium, Fluo-8 fluorescence; actives 0.63% (n = 330,000);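 active = inhibition above that plate's mean sample inhibition plus 3 SD, cut at about 26% in these data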;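 note: 0% = ATP-challenged DMSO wells and 100% = DMSO wells without ATP; some compounds past the cut are filed as inactive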
#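 Measured by: calcium-sensitive Fluo-8 fluorescence / Test system: CHO parental line / Controls: ATP-challenged DMSO wells low, unchallenged DMSO wells high / Measure: % inhibition / Compound: single nominal dose of 5.6 µM per compound / Replicates: single well per compound, no replicates / Reagent: ATP as calcium-mobilizing challenge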
# TAAR1 antag – antagonists of human TAAR1 | AID 624466 | CHO RD-HGA16 TAAR1, Fluo-8 calcium fluorescence, antagonist | inhibition, % at 3 µM | Q96RJ0 | actives 1.5% (n = 360,000);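 active = inhibition above a per-plate cutoff, the mean inhibition of test compounds on that plate plus 3 SD, cut at about 49% in these data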;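 note: 0% = DMSO plus EC80 beta-PEA response and 100% = DMSO alone without agonist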
#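 Test system – hTAAR1-expressing CHO RD-HGA16 cells, Gα16-coupled · Also added – β-PEA at EC80 concentration, post-compound challenge · Compound – 3 µM, single point · Incubation – dye loading 75 min at 37 °C, then 30 min room temperature · Measured by – Fluo-8 intracellular calcium dye fluorescence, real-time kinetic reads · Benchmarks – vehicle and agonist controls · Replicates – singlicate, one well per test compound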
# CHO-K1 Ca antag – M1 antagonist counterscreen hit in parental CHO-K1 cells | ATP-induced calcium, Fluo-8 fluorescence | inhibition, % at 3 µM | actives 0.6% (n = 360,000) | AID 602250;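 active = inhibition above a per-plate cutoff, the plate's mean sample inhibition plus 3 SD, cut at about 24% in these data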;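 note: 0% = DMSO plus EC80 ATP and 100% = DMSO alone without ATP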
# M1 PAM parental – nonselective activator or artifact in parental CHO-K1 calcium assay | ATP EC20, Fluo-8 calcium fluorescence; 0% at ATP EC20, 100% at ATP max | actives 0.02% (n = 360,000) | activation, % at 3 µM;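 active = activation above the run cutoff, the mean activation of all test compounds plus 3 SD, cut at about 40% in these data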;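 note: peak over basal fluorescence ratio in a 140 s read after ATP addition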
# M1 PAM – human CHRM1 positive allosteric modulation; CHO-K1 hM1, Fluo-8 calcium fluorescence, ACh EC20; 0% = ACh EC20, 100% = maximal ACh; activation, % at 3 µM; actives 0.088% (n = 360,000); AID 588819; in the data active = activation above about 19%, passing the limit was not always enough
# The depositor's hits bear a star; . = no result given.
SMILES,CHRM1 agonist,M1 antag,TAAR1 ag,M1 ag parental,CHO parental Ca,TAAR1 antag,CHO-K1 Ca antag,M1 PAM parental,M1 PAM
Cc1ccc2c(c1)C1CN(C)CCC1N2C(=O)COc1ccc(N(C)S(=O)(=O)c2cccs2)cc1 (stereo not given),-6,6,4,2.4,-12,14,-16,-5,-9
O=C(COC(=O)c1ccc(S(=O)(=O)N2CCCCC2)cc1)NCc1ccco1,-1,19,0,0.8,2,9,0,-13,-5
N#CCCN1CCCN(CCC#N)CCN(CCC#N)CCCN(CCC#N)CC1,-8,-15,1,0.5,14,3,2,13,11
CC(C)(C)C1CCC(=NNS(=O)(=O)c2ccc(Br)cc2)CC1 (stereo not given),-6,-4,-1,0.7,10,-8,-5,15,5
Cc1ccnc(N2CCN(c3cc(C)c(C#N)c4nc5ccccc5n34)CC2)c1,-2,3,14,1.7,-8,33,-5,8,-1
Cc1ccc(-n2c(SCC(=O)OC(C)C)nnc2-c2ccncc2)cc1,-4,-7,2,-0.1,-28,-22,14,-10,9
COc1ccc(/C=C(\C#N)C(=O)OCC(=O)NCc2ccccc2)cc1,-5,-1,1,1.2,-13,-3,-11,20,11
CC(C)CCn1c(SC(C)C(=O)NC2CC2)nc2ccccc2c1=O (stereo not given),-4,-12,-1,0.3,-14,-10,-5,-12,11
CCOc1cc(CNCC(C)C)c(Cl)cc1OCC(=O)Nc1ccccc1,-8,-3,7,1.1,-18,13,-25,9,-1
Cn1c(N2CCN(c3ccccn3)CC2)nc2c1c(=O)n(Cc1ccc(Cl)cc1)c(=O)n2C,-4,0,2,2.9,-26,-3,-2,10,2
CCc1c(C)nc(SCC(=O)N2CCCCC2)[nH]c1=O,0,-4,1,0.5,-7,8,-2,-4,3
O=c1cc(-c2ccccc2)c2c(O)cc(O)cc2o1,6,-12,-1,2.2,-6,8,-7,13,9
O=C(OC1CCOC1=O)c1ccc(Cl)c(S(=O)(=O)N2CCOCC2)c1 (stereo not given),-4,0,1,0.4,-1,-3,-10,1,-2
COc1cc(/C=C/C(=O)OC2CC3CCC2(C)C3(C)C)ccc1O (stereo not given),-1,-17,-2,-0.3,-15,-10,-5,7,7
Cc1ccc(O)c(C(=O)/C=C/c2ccc3c(c2)OCCCO3)c1,-7,4,0,-0.4,-21,-5,14,-12,-6
O=C(O)c1cc(N2C(=O)CCC2=O)ccc1Cl,-2,-10,1,0.4,-7,-4,-12,1,20
CCC(C)NC(=O)c1cnn2c1NC(c1ccc3c(c1)OCO3)CC2C(F)(F)F (stereo not given),-5,4,9,-0.1,-8,-3,-2,3,-2
O=S(=O)(Nc1ccc(-c2ccc3nncn3n2)cc1)c1cc(F)ccc1F,-1,8,1,1.5,5,-2,12,-12,-3
Cc1ccc(NS(=O)(=O)c2cc([N+](=O)[O-])ccc2NNC(=S)Nc2cccc(Cl)c2)c(C)c1,-3,5,.,5.9,20,.,20,7,1
CC1(C)C2CCC(C2)C1(C)NC(=O)CN1CCN(Cc2ccccc2)CC1 (stereo not given),-8,9,17,0.9,-7,-9,-5,25,-12
Cc1cccc(NC(=O)N[C@@H](C)C(=O)O)c1,-3,-7,10,0.8,-15,-3,-8,19,11
C#CCOCCOCCOCCNc1nc(N2CCN(C(=O)[C@H](CCCCN)n3cc([C@@H](N)C(C)CC)nn3)CC2)nc(N2CCN(C(=O)[C@H](CCCCN)n3cc([C@@H](N)CC(C)C)nn3)CC2)n1 (stereo not given in full),-7,-11,6,1.6,3,0,-15,27,9
CN(C)C(=O)CSc1nnc2sc3ccccc3n12,-5,-19,6,0.5,-7,9,-6,19,5
COc1cc(C2Nn3c(nnc3-c3ccccc3OC)S2)ccc1O (stereo not given),-1,-25,1,-0.2,8,-6,-12,11,4
COc1ccc(/C(N)=N/OC(=O)CSc2ccccc2)cc1OC,-4,-30,3,-0.2,-16,-3,-5,4,3
O=C(Nc1cc(Cl)cc(Cl)c1)C1CC(=O)N(C2CCCC2)C1 (stereo not given),1,-2,5,3.9,-18,31,-11,13,2
Cc1ccc(SCCC(=O)Nc2ccc(Br)c(C)c2)cc1,-6,-2,3,4.3,-8,18,-12,16,-4
CC(=O)c1ccc(OCCOc2ccc(Cl)c3cccnc23)cc1,-8,1,3,-0.1,-36,0,-10,7,1
CC(C)(C)OC(=O)N[C@H](/C=C/c1ccccc1)C(=O)OC(C)(C)C,-6,-14,15,-0.6,-12,9,-18,11,3
O=C(CSc1nc2ccccc2s1)N/N=C/c1ccco1,2,5,4,0.3,-7,-12,2,-7,0
O=C(Nc1ccccc1Oc1cccnc1)C1CCCN(Cc2cccc(Cl)c2)C1 (stereo not given),-6,21,-4,0.2,-37,-12,5,-9,-9
CN(C(=O)CC1C(=O)NCCN1Cc1ccc(F)cc1Cl)C1CCCCC1 (stereo not given),-1,-9,7,0.1,-17,-17,-9,0,6
O=C(CN1CCOCC1)NNC(=S)Nc1ccc(Cl)cc1,-2,-8,0,0.2,-5,-6,-7,9,7
CC(C)(C)NC(=O)C(c1ccncc1)N(C(=O)Cn1nnc(-c2ccc(F)cc2)n1)c1cccc(F)c1 (stereo not given),-6,1,4,0.1,-12,10,-11,10,-2
CN(C(=O)c1ccc(NC(=O)C2CCN(C(=O)OC(C)(C)C)CC2)cc1)C1CCC1,-3,-4,8,3.0,-3,1,-17,17,2
CCOc1ccc(-c2nn3c(-c4ccccc4)nnc3s2)cc1,-4,-3,12,0.5,-14,28,-8,14,1
O=C(CN(C(=O)Cn1nnc(-c2cccs2)n1)c1ccc2c(c1)OCCO2)NCc1ccccc1,-5,3,3,1.2,-11,7,-5,17,-3
O=S(=O)(c1ccc(C2CCCCC2)cc1)N1CCOCC1,-8,6,3,0.7,-2,15,1,-3,0
CCN(CC)c1ncnc2c1ncn2[C@H]1CN(Cc2ccccc2)C[C@@H](COC(C)=O)O1,-3,-19,0,1.8,.,-10,-16,19,8
O=c1oc2ccccc2cc1-c1nc2c(s1)CCCC2,-4,-14,8,0.3,-23,9,-8,-3,10
O=C1Cc2cc(S(=O)(=O)N3CCN(c4ccccc4)CC3)ccc2N1,1,-6,3,-0.2,-6,-21,8,11,7
Cc1ccc(-c2nc(-c3cccnc3)sc2CC(=O)O)cc1,-4,-6,2,1.2,5,-19,-14,5,4
CCOc1ccccc1NC(=O)Nc1cccc(C(C)=O)c1,-3,-6,8,3.1,-14,11,-5,13,-2
COc1ccc(C(=O)NNC(=O)c2cc3cc(OC)ccc3oc2=O)cc1,1,-1,9,-0.5,1,-31,16,-28,11
O=C(CCCc1ccccc1)Nc1cccc2c1CCCC2,-5,4,55*,-0.3,-4,71*,-4,-2,-2
Cc1cccc(Oc2ccc3c(c2)cc(C(=O)O)n3C)c1,-4,-24,0,-0.8,4,-6,12,-12,17
CCOc1ccccc1NC(=O)CSc1nnc(NC(=O)c2ccco2)s1,3,-21,0,0.4,2,-12,-1,9,16
Cc1ccc(C(NC(=O)N2CCN(C)CC2)C(Cl)Cl)cc1F (stereo not given),-10,-10,1,-0.2,-1,1,4,-9,6
COC(=O)CSc1ccc2nnc(-c3ccc(F)cc3)n2n1,-3,-4,5,0.6,-12,-1,0,26,3
CCN1C(=O)c2cccc3c(NC(=O)c4ccc(OC)c(OC)c4)ccc1c23,-2,-9,2,1.2,-21,-10,3,-4,5
O=C1CC(Nc2ccc(N3CCOCC3)cc2)C(=O)N1c1cccc(C(F)(F)F)c1 (stereo not given),2,-10,.,0.5,-4,.,5,-8,8
CN(C(=O)COC(=O)C1CCN(S(=O)(=O)c2ccc3c(c2)OCCO3)CC1)C1CCS(=O)(=O)C1 (stereo not given),-8,-2,1,0.5,-11,-27,-8,-3,0
O=C1N=c2ccc(Br)cc2=C1c1sc(=S)n(NS(=O)(=O)c2ccccc2)c1O,-8,-5,-1,2.8,-10,4,-7,6,6
Cc1nc(SCC(=O)NC2CCCC2)c2c(C)c(C)sc2n1,-3,-11,7,0.2,-30,-6,-18,7,11
O=C(CCC1CCCCC1)NCc1ccccn1,-3,-4,0,1.2,-6,6,0,8,7
CC(C)Oc1ccc(S(=O)(=O)N2CCCCC2)cc1NC(=O)C1CCCC1,-4,4,1,-1.6,-11,-11,17,-10,-1

# 10 entries out of the list, ordered by length of the SMILES, largest number first.
SMILES,CHRM1 agonist,M1 antag,TAAR1 ag,M1 ag parental,CHO parental Ca,TAAR1 antag,CHO-K1 Ca antag,M1 PAM parental,M1 PAM
CN(C(=O)COC(=O)C1CCN(S(=O)(=O)c2ccc3c(c2)OCCO3)CC1)C1CCS(=O)(=O)C1 (stereo not given),-8,-2,1,0.5,-11,-27,-8,-3,0
O=C1N=c2ccc(Br)cc2=C1c1sc(=S)n(NS(=O)(=O)c2ccccc2)c1O,-8,-5,-1,2.8,-10,4,-7,6,6
O=C1CC(Nc2ccc(N3CCOCC3)cc2)C(=O)N1c1cccc(C(F)(F)F)c1 (stereo not given),2,-10,.,0.5,-4,.,5,-8,8
CC(C)Oc1ccc(S(=O)(=O)N2CCCCC2)cc1NC(=O)C1CCCC1,-4,4,1,-1.6,-11,-11,17,-10,-1
COc1ccc(C(=O)NNC(=O)c2cc3cc(OC)ccc3oc2=O)cc1,1,-1,9,-0.5,1,-31,16,-28,11
CCOc1ccccc1NC(=O)CSc1nnc(NC(=O)c2ccco2)s1,3,-21,0,0.4,2,-12,-1,9,16
Cc1ccc(-c2nc(-c3cccnc3)sc2CC(=O)O)cc1,-4,-6,2,1.2,5,-19,-14,5,4
Cc1cccc(Oc2ccc3c(c2)cc(C(=O)O)n3C)c1,-4,-24,0,-0.8,4,-6,12,-12,17
CCOc1ccccc1NC(=O)Nc1cccc(C(C)=O)c1,-3,-6,8,3.1,-14,11,-5,13,-2
O=C(CCCc1ccccc1)Nc1cccc2c1CCCC2,-5,4,55*,-0.3,-4,71*,-4,-2,-2
